Screening results (PubChem BioAssay)
HEK293 tox – kills HEK 293 cells | HEK 293 viability, ATP luminescence (CellTiter-Glo), 48-72 h | Potency, µM (highest dose often 115 µM), without a hit: top-dose activity change, negative = cytotoxicity, most hits filed as inhibitors | 6.6% of 94,000 active; note: potency is the fitted concentration of half-maximal effect; nearly all actives have a fitted effect of over 60% in size
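HEK 293 cells at 250 cells/well were exposed to compounds by pintool transfer for 48 or 72 hr at 37 degree Celsius, 5% CO2. Viability was read as ATP-coupled luminescence with CellTiter-Glo after 10 min at room temperature.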
HEK293 viab – cell viability loss counter-screen; AID 1671193; Potency, µM (titrated, usually from 57.1 µM), inactives show top-dose activity change, negative = cytotoxicity, usual class: cytotoxic; HEK-293-SNCA-luc viability, GF-AFC fluorescence, 24 h; 0.12% of 150,000 active;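 note: potency is the fitted concentration of half-maximal effect; 0% = DMSO-treated cells and -100% = medium-only wells without cells; nearly all actives have a fitted effect of over 30% in size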
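HEK-293-SNCA-luc cells (1500/well) plated 24 h, then exposed 24 h to a dilution series; GF-AFC added 30 min at 37C, fluorescence 405/540 nm; normalised to medium-only and DMSO wells, Hill fit.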
Luciferase inh – Photinus pyralis luciferase inhibition | P08659 | purified P. pyralis luciferase, luminescence, biochemical | Potency, µM (titrated, usually from 115 µM), for the others: top-dose activity change, negative = inhibition, most hits filed as inhibitors | 2.5% of 76,000 active; note: potency is the fitted concentration of half-maximal effect; nearly all actives have a fitted effect of over 65% in size
Target sequence (P08659 whole entry, looked up): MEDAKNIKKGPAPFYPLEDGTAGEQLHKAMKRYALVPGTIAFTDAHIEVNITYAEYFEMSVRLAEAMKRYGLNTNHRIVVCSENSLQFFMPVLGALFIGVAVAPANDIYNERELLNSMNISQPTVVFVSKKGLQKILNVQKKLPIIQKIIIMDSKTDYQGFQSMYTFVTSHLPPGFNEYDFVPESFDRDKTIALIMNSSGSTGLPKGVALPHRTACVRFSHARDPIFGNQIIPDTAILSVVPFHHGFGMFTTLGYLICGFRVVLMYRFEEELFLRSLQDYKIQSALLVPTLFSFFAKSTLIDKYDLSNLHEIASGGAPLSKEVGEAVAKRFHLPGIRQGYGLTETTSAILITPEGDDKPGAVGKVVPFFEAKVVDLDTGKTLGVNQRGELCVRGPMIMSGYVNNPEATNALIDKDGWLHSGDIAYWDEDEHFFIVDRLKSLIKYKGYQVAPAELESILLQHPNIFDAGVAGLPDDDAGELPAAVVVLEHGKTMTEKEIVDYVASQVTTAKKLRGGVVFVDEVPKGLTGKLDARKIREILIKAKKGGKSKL
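Purified 10nM P. pyralis luciferase with 10uM D-luciferin and 10uM ATP in 50mM Tris acetate pH 7.5, 10mM Mg acetate, 0.01% Tween-20, 0.05% BSA. qHTS titration; luminescence read by CCD imager.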
SNCA expr inhib – reduces expression of the alpha-synuclein gene; HEK-293 SNCA-luciferase knock-in, luminescence, 24 h; Potency, µM (titrated, usually from 57.2 µM), for the others: top-dose activity change, negative = inhibition, most hits filed as inhibitors; 0.17% of 140,000 active;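 note: potency is the fitted concentration of half-maximal effect; plate controls were DMSO cells for no effect and cell-free wells for full effect; nearly all actives have a fitted effect of over 45% in size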
IP6K1 inh – blocks human inositol hexakisphosphate kinase 1; Q92551; IP6K1 kinase, ADP-Glo luminescence, 2 h; active compounds read low; activity change, % (series mostly up to about 58 µM); 0.81% of 140,000 active; in the data active = activity change below about -25%
Target sequence (Q92551 whole entry, looked up): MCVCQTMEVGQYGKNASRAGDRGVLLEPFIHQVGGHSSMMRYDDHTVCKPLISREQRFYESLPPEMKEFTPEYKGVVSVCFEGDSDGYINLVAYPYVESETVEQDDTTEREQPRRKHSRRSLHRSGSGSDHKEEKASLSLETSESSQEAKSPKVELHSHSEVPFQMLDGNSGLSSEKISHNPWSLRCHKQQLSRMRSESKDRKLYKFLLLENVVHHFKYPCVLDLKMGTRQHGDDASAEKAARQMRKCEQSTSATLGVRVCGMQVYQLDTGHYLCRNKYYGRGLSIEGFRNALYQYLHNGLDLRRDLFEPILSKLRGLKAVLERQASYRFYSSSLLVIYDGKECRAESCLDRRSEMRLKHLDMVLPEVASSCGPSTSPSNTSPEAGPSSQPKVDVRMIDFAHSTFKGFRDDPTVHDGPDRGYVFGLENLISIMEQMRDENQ
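ADP-Glo luminescence measures ADP made by human IP6K1 during a 2 h RT reaction with ATP/IP6 (mix at 1.3 mM/130 uM); top library doses 57.5 and 19.1 uM final.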
3T3 cytotox – NIH 3T3 cell cytotoxicity; NIH 3T3 viability, CellTiter-Glo ATP luminescence, 48-72 h; Potency, µM (doses to about 96.7 µM), inactives show at the highest dose activity change, negative = cytotoxicity, most hits filed as inhibitors; 4.3% of 94,000 active; note: potency is the fitted concentration of half-maximal effect; nearly all actives have a fitted effect of over 55% in size
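NIH 3T3 cells at 400 cells/well received 23 nL of compound by pintool and were incubated 48 or 72 h at 37 °C. Viability was read as ATP-coupled CellTiter-Glo luminescence.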
GPT2 inh – GPT2 alanine aminotransferase inhibition; Potency, µM (series often up to 57.7 µM), inactives show at the highest dose activity change, negative = inhibition, usual class: inhibitors; Q8TD30; Recombinant GPT2, coupled pyruvate oxidase/HRP Amplex Red fluorescence; 0.25% of 100,000 active; note: potency is the fitted concentration of half-maximal effect; nearly all actives have a fitted effect of over 60% in size; many of its hits are not listed in these tables
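Inhibition is scored from Amplex Red fluorescence generated when pyruvate oxidase and HRP act on pyruvate released by GPT2. Reactions contain 10ng/uL enzyme, 250uM a-KG and 2mM L-alanine and run 30 min at room temperature.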
Starred values were filed as active, the others as inactive; [ ] = another dose, or the depositor's remark. Unless noted, calls come from the whole dose curve; as a rule, active = well fitted curve in the direction sought with a large enough effect; inconclusive = small, poorly fitted or top-dose-only effect, or another doubt; inactive = no such curve, though single readings can be large; an effect the other way counts as inactive or inconclusive. Unless noted, % is set by controls: 0 for no effect and ±100 for the full control effect.

For CCc1cccc(NC(=O)CSc2ncc3c(n2)-c2ccc(Cl)cc2N(Cc2ccccc2)S3(=O)=O)c1 the results were HEK293 viab -7%, SNCA expr inhib 7% and IP6K1 inh -12.
`COc1cccc(N2C(=O)NC(=NC3CCCCC3)C23CCN(Cc2ccc(F)cc2)CC3)c1` gave HEK293 tox -15%, HEK293 viab 7%, SNCA expr inhib 12%, IP6K1 inh 5, 3T3 cytotox 0% and GPT2 inh -4%.
`CC(NN)c1ccccc1` (stereo not drawn) gave HEK293 viab 5%[12.5 µM], SNCA expr inhib -2%[17 µM], IP6K1 inh 32 and GPT2 inh inactive.
`CO[C@H]1[C@H](NC(=O)Cc2ccccc2C)c2ccccc2C12CCNCC2` gave HEK293 tox 1%, HEK293 viab -11%, Luciferase inh 0%, SNCA expr inhib -8%, IP6K1 inh 22, 3T3 cytotox 3% and GPT2 inh -18%.
Screening COC(=O)c1ccc2nc(CO[C@H]3CN(Cc4ccc5ccccc5n4)C[C@H]3F)[nH]c2c1 returned HEK293 tox 100µM*, HEK293 viab -19%[87.6 µM], Luciferase inh inconclusive, SNCA expr inhib 38%[activator][87.6 µM], IP6K1 inh 0, 3T3 cytotox inconclusive and GPT2 inh -11%[88.5 µM].
`CCOC(=O)N1CCc2c(sc3c2c(=O)n(CCc2ccccc2)c(=O)n3Cc2ccc(F)cc2)C1` gave HEK293 viab 2%, SNCA expr inhib 6% and IP6K1 inh 13.
Screening CN(C(=O)c1cc(-c2ccccc2F)nc2c1cnn2C)c1ccccc1 returned HEK293 tox inconclusive, IP6K1 inh 12 and 3T3 cytotox inconclusive.
For COc1cc(CNC(=O)CN2CC3CC(C2)[C@H]2CCCC(=O)N2C3)cc(OC)c1 (stereo partly drawn) the results were HEK293 tox 8%, HEK293 viab 1%, Luciferase inh 9%, SNCA expr inhib 1%, IP6K1 inh 7, 3T3 cytotox inactive and GPT2 inh inactive.
`COc1ccccc1C(=O)N1CCn2c(nnc2-c2ccncc2)C1` gave HEK293 tox 2%, HEK293 viab 5%, SNCA expr inhib -19%, IP6K1 inh 1, 3T3 cytotox -12% and GPT2 inh -19%.
Cc1noc(C)c1[S+](=O)([O-])NCCNC(=O)c1cccc(-c2ccsc2)c1 was read as HEK293 tox inconclusive, HEK293 viab 1%[12.5 µM], SNCA expr inhib inconclusive, IP6K1 inh -4, 3T3 cytotox inconclusive and GPT2 inh 3%.
`CC[C@H]1CN(C(=O)Nc2cccc(C(F)(F)F)c2)CC[C@H]1CC(=O)NC1CC1` gave HEK293 tox -20%[172 µM], HEK293 viab -2%[87.6 µM], Luciferase inh -1%[172 µM], SNCA expr inhib inconclusive, IP6K1 inh -8, 3T3 cytotox inconclusive and GPT2 inh inactive.
COc1ccc(C(=O)N2CCN(C3CCN(C)C3=O)CC2)cc1 (stereo not drawn) was read as HEK293 tox inactive, HEK293 viab -1%, Luciferase inh 3%, SNCA expr inhib 8%, IP6K1 inh 3, 3T3 cytotox 4% and GPT2 inh inactive.
`CN(C(=O)CN1C(=O)NC2(CCS(=O)(=O)CC2)C1=O)c1ccccc1` gave HEK293 tox 16%, HEK293 viab 5%, Luciferase inh 3%, SNCA expr inhib 4%, IP6K1 inh 0, 3T3 cytotox inactive and GPT2 inh inactive.
For CC(C(=O)N1CCC(c2cc(Cc3ccccc3)[nH]n2)CC1)N1CCCC1=O (stereo not drawn) the results were HEK293 tox inconclusive, HEK293 viab inconclusive, Luciferase inh 10%, SNCA expr inhib -14%, IP6K1 inh 28, 3T3 cytotox -28% and GPT2 inh inactive[11.5 µM].
`COc1cccc(CN2CCOC3(CCN(Cc4ccc(F)cc4F)CC3)C2=O)c1` gave HEK293 tox inconclusive, HEK293 viab -17%[87.6 µM], Luciferase inh 14%[172 µM], SNCA expr inhib inconclusive, IP6K1 inh 10, 3T3 cytotox inconclusive and GPT2 inh 4%[88.5 µM].
`COc1ccc(CNC(=O)N2CCC(c3noc(-c4ccccn4)n3)C2)cc1` (stereo not drawn) gave HEK293 tox -5%, HEK293 viab -2%, Luciferase inh -4%, SNCA expr inhib -9%, IP6K1 inh 11, 3T3 cytotox 4% and GPT2 inh inactive.
Screening c1coc(-c2nc3nccc(-c4ccc5c(c4)OCCCO5)n3n2)c1 returned HEK293 tox inconclusive, HEK293 viab -3%, Luciferase inh 1.3µM*, SNCA expr inhib inconclusive, IP6K1 inh -10, 3T3 cytotox inconclusive and GPT2 inh inactive.
`Fc1ccc(-c2cnc([C@@H]3COCCN3Cc3cccnc3)[nH]2)c(F)c1` gave HEK293 tox inconclusive, HEK293 viab -4%[87.6 µM], Luciferase inh -17%[172 µM], SNCA expr inhib -11%[87.6 µM], IP6K1 inh 3, 3T3 cytotox inconclusive and GPT2 inh inconclusive.
For Cc1ccccc1N(C)C1CN(C(=O)c2ccc(C(F)(F)F)cc2)C1 the results were HEK293 tox inconclusive, HEK293 viab -13%, SNCA expr inhib 0%, IP6K1 inh -10, 3T3 cytotox inconclusive and GPT2 inh inconclusive.
Cc1ccccc1C(=O)Nc1nnc(S(=O)(=O)N(C)c2ccc(Cl)cc2)s1 was read as HEK293 viab -9%, SNCA expr inhib inconclusive and IP6K1 inh 28.

Part of the list above in order of number of heavy atoms, low to high:
`COc1ccccc1C(=O)N1CCn2c(nnc2-c2ccncc2)C1` gave HEK293 tox 2%, HEK293 viab 5%, SNCA expr inhib -19%, IP6K1 inh 1, 3T3 cytotox -12% and GPT2 inh -19%.
For CC(C(=O)N1CCC(c2cc(Cc3ccccc3)[nH]n2)CC1)N1CCCC1=O (stereo not drawn) the results were HEK293 tox inconclusive, HEK293 viab inconclusive, Luciferase inh 10%, SNCA expr inhib -14%, IP6K1 inh 28, 3T3 cytotox -28% and GPT2 inh inactive[11.5 µM].
`COc1cccc(CN2CCOC3(CCN(Cc4ccc(F)cc4F)CC3)C2=O)c1` gave HEK293 tox inconclusive, HEK293 viab -17%[87.6 µM], Luciferase inh 14%[172 µM], SNCA expr inhib inconclusive, IP6K1 inh 10, 3T3 cytotox inconclusive and GPT2 inh 4%[88.5 µM].

Remaining list, next part
`Cc1ccc(C(=O)N(c2ccc(C)cc2)S(=O)(=O)c2ccc(Cl)cc2)cc1` gave HEK293 viab 6%, SNCA expr inhib -10% and IP6K1 inh -3.
`COc1ccc(C)cc1NC(=O)COc1cc(=O)n(C)c2ccccc12` gave HEK293 viab 6%, SNCA expr inhib 27% and IP6K1 inh -15.
For CCC1c2nccn2CCCN1C(=O)c1ccc2ncccc2c1 (stereo not drawn) the results were HEK293 tox inactive, HEK293 viab 0%, Luciferase inh 0%, SNCA expr inhib 3%, IP6K1 inh 2, 3T3 cytotox inactive and GPT2 inh -6%.
Screening O=C(c1ccccc1OCC1CCCNC1)N1CCCC1 (stereo not drawn) returned HEK293 tox -4%, HEK293 viab -1%, Luciferase inh -4%, SNCA expr inhib -17%, IP6K1 inh 11, 3T3 cytotox inactive and GPT2 inh 3%.
Cc1cccc(-n2c(SCC(N)=O)nc3c(oc4ccccc43)c2=O)c1 was read as HEK293 viab inconclusive, SNCA expr inhib -4% and IP6K1 inh -3.
For CCC1CCCCN1CCCNC(=O)c1c(O)nc2cc(C)ccn2c1=O (stereo not drawn) the results were HEK293 viab 1%, SNCA expr inhib 0% and IP6K1 inh 3.
For COCCNC(=O)c1nn(-c2ccc(C)cc2)c(=O)n(C)c1=O the results were HEK293 viab 5%, SNCA expr inhib -1% and IP6K1 inh 6.
Screening O=C(CN1c2ccccc2S(=O)(=O)c2ccccc21)Nc1cccc(C(F)(F)F)c1 returned HEK293 viab -12%, SNCA expr inhib -21% and IP6K1 inh -2.
`CC(=O)N1CCOc2cc(S(=O)(=O)NCc3ccccc3Cl)c(C)cc21` gave HEK293 viab -5%, SNCA expr inhib 30% and IP6K1 inh -9.
`O=C1C(SCCO)=C(SCCO)C(=O)c2ccccc21` gave HEK293 viab 1%, SNCA expr inhib inconclusive and GPT2 inh inconclusive.
COc1ccc(CNS(=O)(=O)c2ccc(N3CCCCS3(=O)=O)cc2)cc1 was read as HEK293 viab -3%, SNCA expr inhib inconclusive and IP6K1 inh -24.
For O=C(Cc1ccccc1)Nc1ccc([C@H]2OCC(=O)N[C@@H]2CO)cc1 the results were HEK293 tox -13%[172 µM], HEK293 viab 4%[87.6 µM], Luciferase inh -10%[172 µM], SNCA expr inhib 9%[87.6 µM], IP6K1 inh 12, 3T3 cytotox -21%[174 µM] and GPT2 inh inconclusive.
For Cc1nc([C@H]2CCN(Cc3cccc(OC(F)(F)F)c3)C[C@H]2NC(=O)C2CC2)n[nH]1 the results were HEK293 tox inconclusive, HEK293 viab 13%[12.5 µM], Luciferase inh 0%, SNCA expr inhib 7%, IP6K1 inh 0, 3T3 cytotox -4% and GPT2 inh -4%.
O=C1NC2(CCCN(C(=O)Cc3ccccc3)C2)COc2ccccc21 (stereo not drawn) was read as HEK293 tox inconclusive, HEK293 viab 1%, Luciferase inh -1%, SNCA expr inhib 11%, IP6K1 inh 21, 3T3 cytotox inconclusive and GPT2 inh inactive.
Cc1cccc(C(=O)N2CCC3(CC2)CC(CC(=O)NCc2ccncc2)CCO3)c1 (stereo not drawn) was read as HEK293 tox -11%, HEK293 viab 10%, Luciferase inh -13%, SNCA expr inhib -5%, IP6K1 inh 1, 3T3 cytotox -21% and GPT2 inh -8%.
Screening Cc1nc(-c2c3n(c(=O)n(CC(=O)Nc4cc(F)ccc4F)c2=O)CCCC3)no1 returned HEK293 tox 9%, HEK293 viab inconclusive, Luciferase inh -4%, SNCA expr inhib 7%, IP6K1 inh 8, 3T3 cytotox 1% and GPT2 inh inactive.
`Cc1ccc(Nc2ccnc(N3CCC(C(=O)NC(C)C)CC3)n2)cc1` gave HEK293 tox inconclusive, HEK293 viab -2%[12.5 µM], SNCA expr inhib -1%, IP6K1 inh 1, 3T3 cytotox inconclusive and GPT2 inh -2%.
Screening Clc1cccc(CNCCCSc2nnnn2-c2ccccc2)c1 returned HEK293 viab 10%, SNCA expr inhib 11% and IP6K1 inh 20.
For CSCCC(=O)N1CCOC(Cc2cccc3ccccc23)C1 (stereo not drawn) the results were HEK293 tox -20%, HEK293 viab 5%, Luciferase inh -29%, SNCA expr inhib 51%[activator], IP6K1 inh 16, 3T3 cytotox inconclusive and GPT2 inh inactive.
`CN(C)C(=O)c1cccnc1OC1CCN(C(=O)c2ccc(F)cc2)C1` (stereo not drawn) gave HEK293 tox 3%, HEK293 viab 0%, Luciferase inh 1%, SNCA expr inhib 3%, IP6K1 inh 11, 3T3 cytotox -7% and GPT2 inh inactive.
`CC(C)(O)CCc1cccc(C(=O)N2CCC(Nc3ncccn3)CC2)c1` gave HEK293 tox inconclusive, HEK293 viab -7%, Luciferase inh -14%, SNCA expr inhib -1%, IP6K1 inh 21, 3T3 cytotox -27% and GPT2 inh 0%.
For CCCc1noc(-c2cn(C3CCN(C(=O)Cc4cccc(OC)c4)CC3)nn2)n1 the results were HEK293 tox inconclusive, HEK293 viab 5%, Luciferase inh 0%, SNCA expr inhib 3%, IP6K1 inh 0, 3T3 cytotox inconclusive and GPT2 inh inactive.

Not all compounds are listed, so the mix of outcomes need not match the whole.
